Growth percent in the NCI-60 one-dose screen (48 h, 10 µM unless noted): 100 = growth as untreated, 0 = no growth, -100 = all killed.
LOX IMVI: LOX IMVI melanoma; actives 7.4% (n = 79,000); AID 1794757
MDA-MB-231: MDA-MB-231 breast cancer; actives 5% (n = 81,000)
BT-549: BT-549 breast cancer; actives 4.4% (n = 78,000); AID 1794793
T-47D: T-47D breast cancer; actives 5% (n = 79,000); AID 1794792
MDA-MB-468: MDA-MB-468 breast cancer | actives 8.5% (n = 78,000) | AID 2202374
MALME-3M: MALME-3M melanoma. actives 5.8% (n = 78,000). AID 1794766
HS 578T: HS 578T breast cancer; actives 4.1% (n = 78,000); AID 1794788
MCF7: MCF7 breast cancer. actives 6.3% (n = 82,000)
Active calls of the source: *; · = not tested or not shown; [ ] = another dose, or the depositor's remark. The calls were made as follows: active = growth percent below 10; inactive = the rest.

1. O=[N+]([O-])c1cc2c(c([N+](=O)[O-])c1)OCOC2
2. COC(=O)C1=CC(=O)N2C(=S)N(c3ccccc3)C(=O)C12 (stereo unspecified)
3. CN(C)c1ccc(-c2cc(-c3ccc(Nc4nc(Nc5ccc(Cl)cc5)nc(Nc5ccc(Cl)cc5)n4)cc3)nc(N)c2C#N)cc1
4. CCOC(=O)c1cccnc1Nc1ccc(N=C2C(=O)Nc3ccc(Br)cc32)cc1
5. O=c1[nH]c2ccccc2cc1-c1nc2ccccc2n2cccc12
6. CCCn1c(N)c(C(=O)CSc2n[nH]c(-c3ccccc3F)n2)c(=O)n(C)c1=O
7. COc1cccc2c(=O)c3c(sc12)c(NCCN(C)C)nc1ccccc13
8. CNC(=O)c1cc(-c2ccc(NC(=S)Nc3ccc(Cl)c(C(F)(F)F)c3)cc2)nc2cccnc12
screen / no.	1	2	3	4	5	6	7	8
LOX IMVI	101	99	73	116	101	95	-2.6*	95
MDA-MB-231	118	95	77	96	87	102	12	92
BT-549	103	98	96	94	66	106	61	103
T-47D	97	101	41	86	77	85	61	94
MDA-MB-468	96	104	·	91	102	·	13	64
MALME-3M	110	103	82	97	·	106	37	111
HS 578T	105	97	83	96	91	114	14	101
MCF7	97	95	42	87	74	101	0.1*	82

9. CN(C)c1ccc2c(c1)c1cc(N(C)C)ccc1n2Cc1ccccc1
10. O=C(O)CSC(SCC(=O)O)c1ccc([N+](=O)[O-])cc1
11. O=C1OC(N(Cc2ccc(Cl)cc2)c2ccccc2)c2ccccc21 (stereo unspecified)
12. Clc1ccc([I+]c2ccc(Cl)cc2Cl)c(Cl)c1
13. C/C(C(=O)O)=C(/Cl)c1c(C)cc(C)c(Br)c1C
14. COc1ccc(-c2onc3ccc(Cl)cc23)cc1
15. O=C(Nc1cccc(-n2cc(-c3ccncc3)c(-c3ccc(Cl)c(O)c3)n2)c1)c1ccccc1
16. O=c1[nH]cnc2c1ccn2C1OC(CO)C(O)C1O (stereo unspecified)
screen / no.	9	10	11	12	13	14	15	16
LOX IMVI	98	107	99	10	97	96	69	28
MDA-MB-231	88	92	85	38	103	86	63	45
BT-549	101	102	103	7.1*	100	·	83	76
T-47D	88	100	89	-45*	·	·	74	54
MDA-MB-468	·	115	104	-38*	103	105	64	·
MALME-3M	115	108	104	50	106	109	53	81
HS 578T	104	·	108	79	93	89	48	75
MCF7	87	94	95	-31*	92	115	63	25

17. CCN(c1ccc(Cl)cc1)c1nc(-c2ccc([N+](=O)[O-])cc2)cs1
18. Cc1ccc(-c2nc(C#N)c(S(=O)(=O)N3CCN(S(=O)(=O)c4ccc(C)cc4)CC3)o2)cc1
19. OC(COc1ccc(Cl)cc1)CN1CCN(c2ccc(Cl)cc2)CC1 (stereo unspecified)
20. O=C1Nc2ccc(F)cc2/C1=N/c1nnc(Sc2ccccc2)s1
21. O=C1C(c2cccc3ccccc23)=C(c2c[nH]c3c(F)cccc23)C(=O)N1O
22. O=C(OCCO)c1ccc(O)cc1
23. O=C1CC(c2ccc(O)c(O)c2)Oc2cc(O)c([C@@H]3O[C@H](CO)[C@@H](O)[C@H](O)[C@H]3O)c(O)c21 (stereo partly specified)
24. Nc1c(C(=O)Nc2cccc(Cl)c2)sc2ncccc12
screen / no.	17	18	19	20	21	22	23	24
LOX IMVI	93	29	93	91	59	99	104	90
MDA-MB-231	91	107	77	87	69	113	101	77
BT-549	115	93	·	105	88	106	102	103
T-47D	77	106	69	62	73	98	96	69
MDA-MB-468	84	92	67	-0.9*	95	102	106	89
MALME-3M	80	102	93	110	98	107	110	87
HS 578T	87	101	97	94	97	121	105	117
MCF7	·	76	88	22	77	99	108	68

25. COc1ccc(N)cc1Cl
26. Cn1cnc([N+](=O)[O-])c1/C=C1\Oc2ccc(Cl)cc2C1=O
27. COc1ccc(/C=C2\Cc3cc4c(cc3C2=O)OCO4)c(OC)c1
28. O=C(O)C(O)C(O)C(O)C(=O)CO (stereo unspecified)
29. COc1cc2oc(-c3cccc(NC(=O)c4cc(NC(=O)[C@H](C)N)ccc4Br)c3)cc(=O)c2c(OC)c1OC
30. CC(=O)N1c2c(C(=O)N3CCCCC3)cnn2CC1c1ccccc1 (stereo unspecified)
31. O=C1CCCCC1(c1ccccc1)c1ccccc1
32. CN(C)c1ccc(-c2nc(SCC(=O)NCCc3ccc(S(N)(=O)=O)cc3)[nH]c(=O)c2C#N)cc1
screen / no.	25	26	27	28	29	30	31	32
LOX IMVI	97	73	95	98	50	96	94	102
MDA-MB-231	111	87	76	93	78	112	101	98
BT-549	91	109	94	107	45	118	114	107
T-47D	79	85	99	95	49	103	95	103
MDA-MB-468	108	80	83	95	60	125	98	106
MALME-3M	104	88	93	101	63	121	·	98
HS 578T	126	104	92	107	30	93	100	108
MCF7	99	40	74	102	55	94	105	113

33. O=C(/C=C/c1cn(-c2ccccc2)nc1-c1cccc(Nc2ccnc3cc(Cl)ccc23)c1)c1ccc(Br)cc1
34. CC(=O)/C(=C/c1ccc([N+](=O)[O-])cc1)C(=O)c1ccccc1
35. c1ccc2[nH]c(SSc3nc4ncncc4[nH]3)nc2c1
36. COc1ccccc1NC(=O)C1CCC(=C2C(=O)OC(C)(C)OC2=O)N1C (stereo unspecified)
37. CC(C)(O)c1cncc(-c2ccc3ncc(C#N)c(N4CCc5cc(F)c(Cl)cc54)c3c2)c1
38. Cc1ccc(C(=O)O)c(O)c1
39. CCOC(=O)c1noc2c1CCc1cn(Cc3ccccc3)cc1-2
40. CC(C)C(CCC(=O)O)CC(=O)O (stereo unspecified)
screen / no.	33	34	35	36	37	38	39	40
LOX IMVI	103	-29*	4.6*	105	5.4*	91	95	96
MDA-MB-231	101	91	36	103	20	102	119	101
BT-549	106	90	47	112	2.3*	98	101	90
T-47D	105	68	46	94	2.9*	85	82	107
MDA-MB-468	108	114	11	105	10	105	107	96
MALME-3M	97	89	·	99	-13*	95	97	·
HS 578T	92	92	60	104	-28*	92	108	104
MCF7	86	29	9.8*	102	8.9*	100	97	100

41. CC(=O)Nc1ccc(S(=O)(=O)Nc2nnc(C)c(C)n2)cc1
42. Nc1ccc(-c2ccc(F)cc2F)nc1NC(=O)N1Cc2cn(CC3COC3)nc2C1
43. Brc1ccc(CSc2ncnc3nc[nH]c23)cc1
44. COc1ccc2cc(C(C)C(=O)Nc3ccc(-c4n[nH]c(=S)n4C4CCCCC4)cc3)ccc2c1 (stereo unspecified)
45. Cn1c(N)cc(=O)n(C)c1=O
46. NS(=O)(=O)c1ccc(Nc2nc3n[nH]c(Nc4ccccc4)c3c(=O)[nH]2)cc1
47. CCc1cccc(CC)c1NC(=O)NN(CC)CC
48. CCOC(=O)C1=C(C)N(C)C(=O)N(C)C1c1c(Cl)n(C)c2ccccc12 (stereo unspecified)
screen / no.	41	42	43	44	45	46	47	48
LOX IMVI	99	104	105	71	100	101	72[100 µM]	68
MDA-MB-231	108	96	102	76	107	98	114[100 µM]	91
BT-549	78	101	114	91	95	99	103[100 µM]	114
T-47D	119	77	104	70	102	87	104[100 µM]	102
MDA-MB-468	111	114	89	111	104	108	102[100 µM]	92
MALME-3M	89	72	106	124	97	103	97[100 µM]	105
HS 578T	63	97	104	75	101	103	112[100 µM]	100
MCF7	104	83	86	48	93	98	109[100 µM]	91

Filtered by structure, those above with a COOH group.
10. O=C(O)CSC(SCC(=O)O)c1ccc([N+](=O)[O-])cc1
13. C/C(C(=O)O)=C(/Cl)c1c(C)cc(C)c(Br)c1C
28. O=C(O)C(O)C(O)C(O)C(=O)CO (stereo unspecified)
38. Cc1ccc(C(=O)O)c(O)c1
40. CC(C)C(CCC(=O)O)CC(=O)O (stereo unspecified)
screen / no.	10	13	28	38	40
LOX IMVI	107	97	98	91	96
MDA-MB-231	92	103	93	102	101
BT-549	102	100	107	98	90
T-47D	100	·	95	85	107
MDA-MB-468	115	103	95	105	96
MALME-3M	108	106	101	95	·
HS 578T	·	93	107	92	104
MCF7	94	92	102	100	100

Quoted at random: 5 compounds from above, in no set order.
17. CCN(c1ccc(Cl)cc1)c1nc(-c2ccc([N+](=O)[O-])cc2)cs1
11. O=C1OC(N(Cc2ccc(Cl)cc2)c2ccccc2)c2ccccc21 (stereo unspecified)
10. O=C(O)CSC(SCC(=O)O)c1ccc([N+](=O)[O-])cc1
36. COc1ccccc1NC(=O)C1CCC(=C2C(=O)OC(C)(C)OC2=O)N1C (stereo unspecified)
40. CC(C)C(CCC(=O)O)CC(=O)O (stereo unspecified)
screen / no.	17	11	10	36	40
LOX IMVI	93	99	107	105	96
MDA-MB-231	91	85	92	103	101
BT-549	115	103	102	112	90
T-47D	77	89	100	94	107
MDA-MB-468	84	104	115	105	96
MALME-3M	80	104	108	99	·
HS 578T	87	108	·	104	104
MCF7	·	95	94	102	100

The results go on:
49. Cc1ccc(COc2ccc(Cl)cc2Cn2ccnc2)cc1
50. COc1nc2ccccc2nc1NNC(=O)/C(C#N)=C/c1ccc(Cl)cc1Cl
51. Cc1ccc(S(=O)(=O)Oc2ccc3oc(=O)c4c(c3c2)CCCCC4)cc1
52. Nc1ccc(S(=O)(=O)c2ccc(N)cn2)cc1
53. O=C(Nc1nc(-c2ccccc2)cc(-c2ccc(Cl)cc2)n1)c1ccncc1
54. CCC1(c2ccccc2)C(=O)Nc2ccc(OC)cc21 (stereo unspecified)
55. N#Cc1c(-c2ccc(F)cc2)nc(SCc2ccccc2)nc1N1CCN(c2ccccc2)CC1
56. CCN(CC)CCNCC(=O)Oc1ccc(/C=C/C(=O)CC(=O)/C=C/c2ccc(OC(=O)CNCCN(CC)CC)c(OC)c2)cc1OC
screen / no.	49	50	51	52	53	54	55	56
LOX IMVI	85	95	98	101	92	100	100	-67*
MDA-MB-231	85	90	97	112	95	104	96	14
BT-549	74	105	84	103	101	102	130	-49*
T-47D	72	95	88	94	83	103	85	27
MDA-MB-468	44	110	63	86	106	104	105	·
MALME-3M	76	91	94	102	99	100	99	-0.3*
HS 578T	111	97	101	98	100	102	103	-4.0*
MCF7	85	95	92	95	85	100	84	12

57. Cc1cc(NC(=O)OC(C)C)ccc1-c1ccc(NC(=O)OC(C)C)cc1C
58. CCN1CCN(Cc2ccc(NC(=O)c3cccc(-n4cc(-c5ccc(NC(C)=O)nc5)nn4)c3)cc2C(F)(F)F)CC1
59. CN(C)CCCN1c2nc3ccccc3cc2Sc2cc3ccccc3nc21
60. N#Cc1nc(-c2ccccc2)oc1S(=O)(=O)NCC(c1ccc(Cl)cc1)N1CCCCC1 (stereo unspecified)
61. Cc1ccc(-c2nc(C(=O)O)c(S(=O)(=O)c3ccc(C)cc3)o2)cc1
62. Nc1ncc2c(n1)CCCC2
63. CN1C(=S)NC(c2ccc3c(c2)OCO3)C(C(=O)O)=C1CCl (stereo unspecified)
screen / no.	57	58	59	60	61	62	63
LOX IMVI	103	72	-100*	22	103	100	95
MDA-MB-231	90	76	-83*	89	100	97	107
BT-549	143	144	-100*	78	96	107	99
T-47D	91	100	-72*	65	92	90	83
MDA-MB-468	97	74	·	41	109	108	108
MALME-3M	117	53	-76*	97	106	104	90
HS 578T	107	101	2.8*	102	101	100	108
MCF7	95	70	-98*	35	93	96	97

Compound activity as filed in PubChem BioAssay.
